Screens from PubChem BioAssay.
Tb PYK inh = blocks Trypanosoma brucei pyruvate kinase | TbPYK enzyme, Kinase-Glo Plus ATP luminescence, 45 min | 0.12% of 410,000 active | Potency, µM (highest dose often 76.8 µM), without a hit: top-dose activity, negative = inhibition, hits mostly inhibitors | Q57TT1; note: potency is the fitted concentration of half-maximal effect; % is set by controls: 0 for no effect and ±100 for the full control effect; nearly all actives have a fitted effect of over 50% in size
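T. brucei PYK with substrate was exposed to pin-transferred compounds across a concentration series, then started with 130 uM ADP (final). After 45 min at room temperature, Kinase-Glo Plus luminescence was read, normalized and curve-fitted.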
Shiga toxin inh = blocks Shiga toxin action in Vero cells; Vero cells, Shiga toxin protein synthesis inhibition reporter; inhibition, % at 38.7 µM; 9.2% of 290,000 active; AID 2315; in the data active = inhibition mostly above about 28%, no sharp cut-off; inactive = mostly below about 43%; note: 0% is about no effect
Cycloheximide cs = counter-screen for Shiga toxin inhibitors: cycloheximide protein synthesis inhibition; max response, %; AID 2314; cell reporter, cycloheximide protein synthesis inhibition counterscreen; 12% of 300,000 active; in the data active = max response mostly above about 13%, no sharp cut-off; inactive = mostly below about 14%; note: read at 38.3 µM for the half of the compounds with a filed dose; 0% is about no effect
Pf growth 48h = inhibits P. falciparum growth in the first generation, 48 h; P. falciparum luciferase growth in erythrocytes, 48 h; Potency, µM (titrated, usually from 28.7 µM), for inactives: at the top dose activity change, negative = inhibition, most hits filed as inhibitors; 5.9% of 310,000 active; AID 504832; note: potency is the fitted concentration of half-maximal effect; % is set by controls: 0 for no effect and ±100 for the full control effect
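Cell-based growth assay: transgenic P. falciparum expressing firefly luciferase, cultured in red cells within RPMI 1640 containing 0.5% w/v Albumax, 24 mM bicarbonate and gentamycin. A drop in luciferase activity indicates inhibition.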
LmPK inh = inhibitors of Leishmania mexicana pyruvate kinase; Q27686; purified LmPK, Kinase-Glo ATP luminescence, 1 h; Potency, µM (titrated, usually from 57.5 µM), inactives show top-dose activity change, negative = inhibition, most hits filed as inhibitors; 0.37% of 290,000 active; note: potency is the fitted concentration of half-maximal effect; % is set by controls: 0 for no effect and ±100 for the full control effect
Target sequence (Q27686 whole entry, looked up): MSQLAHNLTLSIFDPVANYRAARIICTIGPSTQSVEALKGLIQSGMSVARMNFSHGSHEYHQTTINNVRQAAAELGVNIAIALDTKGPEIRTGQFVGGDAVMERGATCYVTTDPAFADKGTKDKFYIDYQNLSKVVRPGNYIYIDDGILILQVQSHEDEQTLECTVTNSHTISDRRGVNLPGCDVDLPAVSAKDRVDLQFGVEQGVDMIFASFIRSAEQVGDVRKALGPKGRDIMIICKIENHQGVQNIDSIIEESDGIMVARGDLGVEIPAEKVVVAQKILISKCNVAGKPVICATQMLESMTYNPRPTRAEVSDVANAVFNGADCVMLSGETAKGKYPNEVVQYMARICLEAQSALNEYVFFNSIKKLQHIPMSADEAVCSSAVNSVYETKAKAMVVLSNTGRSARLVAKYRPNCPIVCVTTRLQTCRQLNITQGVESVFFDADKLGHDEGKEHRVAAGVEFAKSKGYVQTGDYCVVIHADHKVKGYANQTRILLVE
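Purified LmPK (0.1 nM) with 0.5 mM PEP and 0.1 mM ADP in imidazole buffer pH 7.2 with MgCl2/KCl, 1 h at room temperature. ATP formed was read by luciferase luminescence and normalized to no-enzyme and uninhibited controls.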
Pf growth 96h = inhibits malaria parasite growth, 96 h; AID 504834; 6.9% of 320,000 active; P. falciparum luciferase reporter growth, 96 h; Potency, µM (highest dose often 28.7 µM), inactives show top-dose activity change, negative = inhibition, most hits filed as inhibitors; note: potency is the fitted concentration of half-maximal effect; % is set by controls: 0 for no effect and ±100 for the full control effect
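Luminescence readout: decreased luciferase signal marks inhibited growth of reporter-expressing P. falciparum in infected red cells (2% hematocrit, 0.05% parasitemia final), exposed to compound two generations (96 h, 37 C, 5% CO2).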
HCV inh = HCV inhibition; Huh7.5.1 HCVcc-Cre infection, luciferase reporter, 44 h; Potency, µM (top dose mostly 41.8 µM), without a hit: at the top dose activity change, negative = inhibition, actives largely listed as inhibitors; 3.4% of 340,000 active; AID 651820; note: potency is the fitted concentration of half-maximal effect; % is set by controls: 0 for no effect and ±100 for the full control effect
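Infectious HCV cell culture screen: compound-treated cells (1,000/well, pre-plated 4 h) are infected with HCVcc-Cre at roughly 0.5 moi and grown 44 h. Infection is quantified by luciferase signal after 15 min substrate incubation at room temperature.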
* hit, by the source's call; ? = inconclusive; . = no result given; & = joins results of further samples; [ ] = dose if it differs, or a comment. Unless noted, calls come from the whole dose curve; as a rule, active = well fitted curve in the direction sought with a large enough effect; inconclusive = small, poorly fitted or top-dose-only effect, or another doubt; inactive = no such curve, though single readings can be large; an effect the other way counts as inactive or inconclusive.

SMILES	Tb PYK inh	Shiga toxin inh	Cycloheximide cs	Pf growth 48h	LmPK inh	Pf growth 96h	HCV inh
Cn1c(NCC2CCCO2)nc2c1c(=O)n(Cc1ccccc1)c(=O)n2C (stereo unspecified)	2%	8	-2	-10%	0%	477%[activator]	3%
O=C(CN1CCN(c2cccc(Cl)c2)CC1)Nc1ccc(S(=O)(=O)N2CCOCC2)cc1	-1%	-10	-4	10µM*	-6%	-53%	-24%
Cc1c(NC(=O)c2cc(-c3cccs3)nc3ccccc23)c(=O)n(-c2ccccc2)n1C	0%	-4	2	-16%	1%	1%	?
Cc1cccc(Oc2ccc(N)cc2)c1	2%	43	31*	.	2%	34%[activator]	?
O=C(Nc1ccccc1Cl)c1cc(S(=O)(=O)N2CCOCC2)cs1	.	18	4	.	8%	15%	9%
CCOC(=O)C1=C(COC(=O)CCCOc2ccccc2)NC(=O)NC1C (stereo unspecified)	-3%	.	.	?	.	29%	0%
CCC1CCCCN1C(=O)Cn1c(C(=O)OC)cc2sc(Cl)cc21 (stereo unspecified)	1%	-6	-2	?	-3%	30%	12%
COc1ccc(CC2(CO)CCN(S(=O)(=O)c3c(C)nn(C)c3Cl)CC2)cc1	-1%	3	-1	-8%	5%	-1%	8%
COCCN(C(=O)CSc1nnc(-c2ccccc2OC)o1)c1c(N)n(CC(C)C)c(=O)[nH]c1=O	-11%	.	.	?	.	?	13%
O=C(Nc1cccc(NC(=O)c2ccco2)c1)c1ccc2c(c1)OCO2	-6%	22	10	11%	-12%	-12%	?
O=C(CCCn1nnc2ccccc2c1=O)N[C@@H](Cc1ccccc1)C(=O)O	0%	-4	-4	-6%	4%	11%	7%
CCC(Sc1nncn1C)C(=O)Nc1ccccc1OC (stereo unspecified)	8%	-12	2	-10%	-3%	.	16%
CCc1n[nH]c(=S)n1/N=C/c1cccc2ccccc12	?	-5	6	6%	-1%	?	4%
O=C(NCc1ccco1)c1ccc(Cn2c(=O)c3sccc3n(Cc3ccc(F)cc3)c2=O)cc1	-1%	7	1	.	3%	?	?
NC(=S)Nc1ccccc1Br	-2%	28	11	27%	2%	-6%	9%
Cc1ccc(C(=O)OCC(=O)Nc2ccc3[nH]c(=O)[nH]c3c2)cc1[N+](=O)[O-]	2%	-6	-1	7%	-1%	70%[activator]	-10%
COc1ccc(CNC(=O)CCN2C(=O)c3ccccc3C2=O)cc1OC	0%	-2	-6	3%	5%	45%[activator]	11%
COc1cccc(OC)c1C(=O)Nc1nc(N)n(-c2ccccc2)n1	2%	-15	-1	-5%	4%	.	13%
O=C(O)CCC(=O)c1ccc2c(c1)OCCCO2	0%	4	11	20%	3%	.	1%
O=C(O)CCSc1ccccn1	-15%	-1	-3	51%[activator]	0%	?	-5%
CCOc1ccc(N(CC(=O)Nc2ccccc2OC)S(C)(=O)=O)cc1	-14%	14	9	6%	-5%	-4%	2%
COc1ccc(OCc2cc(C(=O)N3CCCC3)no2)c2ccccc12	5%	147*	65*	-19%	2%	-11%	-21%
C=CCNC(=O)c1cc(-c2ccc(Br)cc2)on1	1%	89*	24*	164%[activator]	4%	40%[activator]	5%
CCOC(=O)C1(Cc2cccc(OC)c2)CCCN(S(=O)(=O)N(C)C)C1 (stereo unspecified)	4%	-8	-2	0%	-1%	?	-3%
O=C(NCc1cccc(F)c1)c1cccc(OC2CCN(C(=O)C3CC3)CC2)c1	-3%	10	16	-3%	-2%	-30%	.
COC(=O)Cn1c(=O)c(C)nc2ccccc21	-3%	-12	0	9%	5%	-27%	6%
CCCCn1nc(C(=O)Nc2ccc(-n3cnnn3)cc2)c2ccccc2c1=O	2%	.	.	-22%	.	?	-12%
COc1ccc(S(=O)(=O)N2CCCCCC2)cc1C(=O)N1CCCC(C(F)(F)F)C1 (stereo unspecified)	1%	.	.	?	.	-6%	-9%
COc1cccc(NC(=O)CCN2CCOCC2)c1	-8%	-6	-4	10%	-1%	?	-9%
COc1ccccc1NC(=O)Cn1cnc2sc(C)c(S(=O)(=O)N3CCCCC3)c2c1=O	0%	-14	-3	-22%	0%	0.52µM*	?
COc1ccc(CCNC(=O)C(=O)NCC2CCCN2S(=O)(=O)c2cccs2)cc1 (stereo unspecified)	0%	.	.	?	.	0%	-14%
O=C1c2cccc3cccc(c23)C(=O)N1/N=C/c1ccc(O)cc1O	-2%	20	-3	4%	3%	0%	-1%
CCOC(=O)c1c(NC(=O)c2ccc(S(=O)(=O)N3CCOCC3)cc2)sc2c1CCN(C)C2	-3%	-12	-6	12µM*	2%	?	?
CC1CCCC(NC(=O)COC(=O)c2c[nH]c(=O)[nH]c2=O)C1C (stereo unspecified)	2%	-22	-4	10%	-1%	.	4%
CC(C)(C)NC(=O)NCC1CCCC1NC(=O)NC(C)(C)C (stereo unspecified)	7%	-8	-6	-3%	1%	33%[activator]	-2%
Cc1ccc(NC(=O)C2CCCN2S(=O)(=O)c2ccc3c(c2)n(C)c(=O)c(=O)n3C)cc1 (stereo unspecified)	-6%&0%	9	-2	-5%	-6%	1%	22%
CC(C)Cc1cc(C(=O)N2CCCC(C(=O)c3cc(F)ccc3F)C2)no1 (stereo unspecified)	0%	5	13	7%	1%	4.7µM*	-20%
O=c1oc2ccccc2c(NC2CCCCC2)c1NS(=O)(=O)c1ccc(Cl)cc1	-9%	-3	-6	17%	-9%	?	-8%
S=c1[nH]nc(CSCc2ccccc2Cl)n1C1CCCCC1	?	3	-2	-5%	?	-4%[5.75 µM]	-3%
Cc1cc(S(=O)(=O)NCc2ccc3c(c2)OCO3)ccc1F	-11%	-3	0	2%	-3%	5%	2%
COc1ccc(-c2cc(=O)oc3cc(OCC(=O)NCCN4CCOCC4)ccc23)cc1	0%	3	-3	-20%	0%	-15%	-4%
CCOc1ccc(CCNC(=O)CN2CCN(Cc3ccc(F)cc3)C2=O)cc1OCC	-4%	-3	-1	.	20%	-3%	?
CC(C)C1Oc2ccccc2N(CC(=O)N(Cc2ccncc2)Cc2ccco2)C1=O (stereo unspecified)	-2%	1	-3	?	-4%	11%	1%
COc1ccc(C(CCN(Cc2ccc(OC)c(OC)c2)C(C)=O)C(C)C)cc1 (stereo unspecified)	12%	17	-4	?	3%	?	-13%
Cc1nn(C(C)C(=O)NC2CCCCCC2)c(=O)c2nn(-c3ccccc3)c(C)c12 (stereo unspecified)	3%	38	20	-11%	-9%	12µM*	?
CC1(C)CC(N=c2cc(-c3ccccc3)oc3ccc(Cl)cc23)CC(C)(C)N1	2%	-14	10	?	8%	?	-27%
CCCOC(=O)Nc1nc2ccccc2o1	-3%	144*	26*	130%[activator]	-13%	126%[activator]	18%
N#Cc1nc(-c2cccs2)oc1NCCN1CCOCC1	-7%	-10	2	1%	-2%	.	7%
CC(C)Oc1ccc(C(=O)Nc2c3c(nn2C(C)(C)C)CS(=O)(=O)C3)cc1	-4%	-5	8	7%	4%	16%	-14%
COC(=O)CN(C#N)c1nc(NC(C)C)nc(OC)n1	2%	-3	-4	0%	0%	?	-5%

New compounds follow.
SMILES	Tb PYK inh	Shiga toxin inh	Cycloheximide cs	Pf growth 48h	LmPK inh	Pf growth 96h	HCV inh
O=C1N=NC(=O)N1c1ccccc1	-12%	-2	4	16%	-5%	32%[activator]	-15%
Cc1noc(C)c1COc1ccccc1C(=O)N(C)CC(=O)Nc1ccc(Cl)c(Cl)c1	-4%	.	.	?	.	?	-9%
COc1ccc(-c2cc(CNC(=O)CN(C)Cc3ccccc3)on2)cc1	5%	-7	-1	16%	1%	0%	-24%
Nc1cc(C(=O)c2cccs2)ccc1Cl	-22%	34	17*	.	0%	?	9%
O=C(Nc1ccc(N2CCOCC2)cc1N1CCOCC1)c1ccc(Br)cc1	6%	-4	0	?	0%	35%[activator]	-5%
CC(CCc1ccccc1)NC(=O)Cc1ccccc1 (stereo unspecified)	-15%	-9	-5	8%	0%	25%	9%
CCOc1ccc(CNC(=S)N/N=C/c2ccncc2)cc1	-5%	22	-2	-5%	2%	-1%	6%
CCCCn1c(N)c(N(CCOC)C(=O)c2cnc(C)cn2)c(=O)[nH]c1=O	-26%	.	.	-5%	.	11%	-6%
Cc1ccc(NC(=O)c2sc3ncn(CC(=O)N4CCN(c5ccccn5)CC4)c(=O)c3c2C)cc1Cl	0%	-2	-1	36%[activator]	-2%	-18%	?
CCC(C(=O)OCC(=O)Nc1ccc(SC(F)F)cc1)c1ccccc1 (stereo unspecified)	-2%	-5	-2	-6%	4%	0%	1%
CCOC(=O)CC1=C(C(=O)OCC)C(c2ccc(OC)c(OC)c2)C(C#N)=C(N)O1 (stereo unspecified)	2%	-13	0	-13%	2%	?	10%
CCOC(=O)c1c(C)oc2ccc(OCC(=O)C(C)(C)C)cc12	3%	-9	5	6%	-1%	46%[activator]	?
Cc1cc(C(=O)OCC(=O)NCc2ccccc2)c(C)o1	-2%	-3	1	8%	-1%	33%[activator]	2%

A draw from above in order of SMILES length, high to low:
SMILES	Tb PYK inh	Shiga toxin inh	Cycloheximide cs	Pf growth 48h	LmPK inh	Pf growth 96h	HCV inh
Cc1ccc(NC(=O)c2sc3ncn(CC(=O)N4CCN(c5ccccn5)CC4)c(=O)c3c2C)cc1Cl	0%	-2	-1	36%[activator]	-2%	-18%	?
CCOC(=O)CC1=C(C(=O)OCC)C(c2ccc(OC)c(OC)c2)C(C#N)=C(N)O1 (stereo unspecified)	2%	-13	0	-13%	2%	?	10%
CCCCn1c(N)c(N(CCOC)C(=O)c2cnc(C)cn2)c(=O)[nH]c1=O	-26%	.	.	-5%	.	11%	-6%
O=C(Nc1ccc(N2CCOCC2)cc1N1CCOCC1)c1ccc(Br)cc1	6%	-4	0	?	0%	35%[activator]	-5%
COc1ccc(-c2cc(CNC(=O)CN(C)Cc3ccccc3)on2)cc1	5%	-7	-1	16%	1%	0%	-24%
CCC(C(=O)OCC(=O)Nc1ccc(SC(F)F)cc1)c1ccccc1 (stereo unspecified)	-2%	-5	-2	-6%	4%	0%	1%
CCOC(=O)c1c(C)oc2ccc(OCC(=O)C(C)(C)C)cc12	3%	-9	5	6%	-1%	46%[activator]	?
CCOc1ccc(CNC(=S)N/N=C/c2ccncc2)cc1	-5%	22	-2	-5%	2%	-1%	6%
CC(CCc1ccccc1)NC(=O)Cc1ccccc1 (stereo unspecified)	-15%	-9	-5	8%	0%	25%	9%
Nc1cc(C(=O)c2cccs2)ccc1Cl	-22%	34	17*	.	0%	?	9%
O=C1N=NC(=O)N1c1ccccc1	-12%	-2	4	16%	-5%	32%[activator]	-15%
